ABCB1 inh: inhibitors of human ABCB1 transporter, ABCG2 counter-screen; 190,000 tested, 0.067% active; inhibition, % at 6.6 µM; P08183; CCRF-Adr cells, JC-1 efflux, flow cytometry; in the data active means inhibition above about 40%;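 further: 0% = vehicle and 100% = reference inhibitor; higher value means more JC-1 retained so stronger ABCB1 efflux block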
Target sequence (P08183 whole entry, looked up): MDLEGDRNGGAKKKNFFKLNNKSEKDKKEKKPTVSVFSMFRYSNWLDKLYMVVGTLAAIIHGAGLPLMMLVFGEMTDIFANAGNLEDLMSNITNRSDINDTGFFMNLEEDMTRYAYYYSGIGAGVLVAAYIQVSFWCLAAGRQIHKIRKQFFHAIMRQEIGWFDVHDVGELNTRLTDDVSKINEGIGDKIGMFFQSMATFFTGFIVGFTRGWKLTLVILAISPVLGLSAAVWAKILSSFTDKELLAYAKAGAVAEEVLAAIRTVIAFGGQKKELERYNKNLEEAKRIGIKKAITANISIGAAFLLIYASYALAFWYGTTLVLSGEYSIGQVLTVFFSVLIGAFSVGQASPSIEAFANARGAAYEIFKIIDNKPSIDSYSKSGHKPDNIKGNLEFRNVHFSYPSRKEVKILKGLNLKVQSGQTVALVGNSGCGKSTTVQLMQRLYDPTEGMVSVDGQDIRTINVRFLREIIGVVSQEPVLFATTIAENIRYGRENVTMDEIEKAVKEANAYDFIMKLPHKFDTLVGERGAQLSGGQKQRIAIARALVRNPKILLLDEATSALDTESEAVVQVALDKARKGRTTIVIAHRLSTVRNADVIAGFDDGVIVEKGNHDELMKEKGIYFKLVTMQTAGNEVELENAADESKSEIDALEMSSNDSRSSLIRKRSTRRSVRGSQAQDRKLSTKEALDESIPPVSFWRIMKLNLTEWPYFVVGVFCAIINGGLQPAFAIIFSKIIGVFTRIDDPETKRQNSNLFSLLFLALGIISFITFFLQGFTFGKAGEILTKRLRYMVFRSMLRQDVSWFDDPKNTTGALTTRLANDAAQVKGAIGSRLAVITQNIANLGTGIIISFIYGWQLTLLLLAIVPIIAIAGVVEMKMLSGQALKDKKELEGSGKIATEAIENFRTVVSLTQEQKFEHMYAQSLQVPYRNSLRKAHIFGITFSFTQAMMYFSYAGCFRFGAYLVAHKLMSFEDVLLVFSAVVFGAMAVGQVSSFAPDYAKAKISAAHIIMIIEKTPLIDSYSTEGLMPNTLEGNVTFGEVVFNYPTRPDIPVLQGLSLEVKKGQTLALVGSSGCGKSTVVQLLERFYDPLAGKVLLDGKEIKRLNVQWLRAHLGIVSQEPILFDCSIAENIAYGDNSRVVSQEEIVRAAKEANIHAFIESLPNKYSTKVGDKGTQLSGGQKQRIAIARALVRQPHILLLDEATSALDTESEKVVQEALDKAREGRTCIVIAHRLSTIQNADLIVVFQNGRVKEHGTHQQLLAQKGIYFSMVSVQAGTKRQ
ABCG2 inh: inhibitors of human ABCG2 transporter, ABCB1 counter-screen | Q9UNQ0 | IgMXP3 cells, JC-1 efflux, flow cytometry | inhibition, % at 6.6 µM | 190,000 tested, 0.1% active | AID 1325;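 active means inhibition above 80%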;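 further: 0% = DMSO and 100% = nicardipine control wells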
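Measure – % inhibition of efflux relative to nicardipine and DMSO · Test system – ABCG2 IgMXP3 and barcoded ABCB1 CCRF-Adr cell mix · Control set – nicardipine as high control, DMSO as low control · Compound – one concentration, 6.6 µM final · Signal – flow cytometry of retained JC-1 fluorescence · Timing – 10 min exposure at 25 °C with rotation, no wash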
Bcl-XL Bim block: inhibitors of Bim-Bcl-XL interaction, human; 190,000 tested, 0.04% active; Bim peptide-Bcl-XL binding, bead flow cytometry, fluorescence; Q07817; inhibition, % at 10 µM
Bim-Bcl-2: disrupts Bim peptide binding to human Bcl-2; P10415; Bead-based flow cytometry, Bim peptide-Bcl-2 binding; inhibition, % at 10 µM; 190,000 tested, 0.06% active; in the data active means inhibition above about 40%; inconclusive means no clear call, values can overlap the other calls;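 further: 0% = no compound wells with probe peptide and 100% = reference peptide inhibitor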
RGS7-Gao: human RGS7-Galphao interaction regulation. Multiplexed bead flow cytometry, RGS7-Galphao binding; actives lie on both sides. binding response (% of control), % at 10 µM. P09471. 220,000 tested, 0.35% active; in the data active means binding response below about 49% or above about 150%; inconclusive means no clear call, values can overlap the other calls; inactive means in between;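 further: fluorescent Galphao held in activated GDP-AlF4 state binding bead-coupled RGS7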
Bim-Bfl-1: inhibitors of Bim-Bfl-1 interaction, human | Bead-based flow cytometry, Bim-Bfl-1 binding inhibition | Q16548 | 190,000 tested, 0.12% active | inhibition, % at 10 µM;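 further: 0% = wells without compound plus tracer and 100% = blocker peptide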
Bim-Bcl-W: human Bim-Bcl-W interaction inhibition. 190,000 tested, 0.02% active. bead-based flow cytometry, Bim peptide-Bcl-W binding. Q92843. AID 952. inhibition, % at 10 µM;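 further: 0% = bound tracer without compound and 100% = peptide blocker; higher means less fluorescent Bim peptide bound to Bcl-W beads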
GSH fluor: GSH bead compound fluorescence profile | GSH beads flow cytometry, compound fluorescence 488/530 nm; active compounds read high | fluorescence (KMESF) at 10 µM | 190,000 tested, 0.25% active | AID 1776; in the data active means fluorescence above about 89;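 further: glutathione beads carrying GST-tagged Bcl family fusion proteins plus one bare bead set; values are compound well signal with DMSO vehicle wells as background; inactives centre near 16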
Avidin bead fluor: avidin bead compound fluorescence profile. AID 1775. fluorescence (KMESF) at 10 µM. Avidin beads, compound fluorescence 488/530 nm, flow cytometry; active compounds read high. 220,000 tested, 0.38% active; in the data active means fluorescence above about 47; further: inactives centre near 10
RGS4-Gao reg: modulates binding of RGS4 to human Galphao; binding response (% of control), % at 10 µM; P09471; 220,000 tested, 0.33% active; AID 1415; Multiplexed bead flow cytometry; actives lie on both sides; in the data active means binding response below about 49% or above about 150%; inactive means in between;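 further: fluorescent Galphao activated with aluminum fluoride binding bead-coupled RGS4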
Bim-Bcl-B: human Bim-Bcl-B interaction inhibition; 190,000 tested, 0.073% active; Q9HD36; inhibition, % at 10 µM; AID 951; bead-based flow cytometry, Bim peptide-Bcl-B binding;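 further: 0% = tracer peptide without compound and 100% = reference inhibitor peptide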
The depositor's hits bear a star; ? = inconclusive; nt = no result given; [ ] = dose if it differs, or a comment. Unless noted, no stated cut-off is given here; in the data, active means inhibition above about 40%.

#	Molecule	ABCB1 inh	ABCG2 inh	Bcl-XL Bim block	Bim-Bcl-2	RGS7-Gao	Bim-Bfl-1
1	CC(C)Oc1ccc(OCCNC2CCCC2)cc1	1.5	1	0	0	96	-1
2	CCOC(=O)c1sc(NC(=O)CCN2CCCCCC2)c(C(=O)OCC)c1C	0.4	5	-1	-8	100	-3
3	CCS(=O)(=O)c1ccc2oc(SCC(=O)Nc3ccc(OC)cc3)nc2c1	0.4	3	-1	-1	100	-2
4	Cc1ccc(OCCOC(=O)Cn2nc(C)c([N+](=O)[O-])c2C)cc1	0.9	2	-2	0	108	-3
5	Cc1ccc(S(=O)(=O)NCc2ccc(C(=O)NCCCN3CCC(Cc4ccccc4)CC3)cc2)cc1	0.5	-1	-4	-3	?	-5
6	Cc1ccc(S(=O)(=O)N2CCOCC2)cc1C(=O)OCC(=O)N1CCc2ccccc2C1	5.8	4	nt	nt	84	nt
7	COc1cc(CC(=O)OCC(=O)Nc2cccc([N+](=O)[O-])c2)cc(OC)c1OC	1.8	72	12	12	100	9
8	O=C1N=c2ccccc2=C1c1sc(=S)n(NC(=O)c2cccc(O)c2)c1O	1.1	6	-7	-3	100	0
9	CN1CCc2cc3c(c4c2[C@H]1[C@H](O)c1ccccc1-4)OCO3	-0.3	10	4	4	95	2
10	COc1ccc2cc(C(=O)C3CCCN(C(=O)/C=C/c4ccccn4)C3)ccc2c1 (stereo unspecified)	0.9	16	-3	1	104	-3
11	CC(C)(C)NC(=O)COC(=O)CCC(=O)c1ccc(F)cc1	0.6	5	0	0	?	-2
12	Cc1cc(C)n(-c2nc3ccccc3nc2Nc2ccc(CC(=O)O)cc2)n1	-0.6	-1	-4	0	99	-11
13	CC1CCc2ccc(F)cc2N1S(=O)(=O)c1cccs1 (stereo unspecified)	0.7	3	-1	-6	98	-12
14	O=C(NCc1ccccc1)c1ccccc1-c1nc2ccccc2[nH]1	-0.2	3	-1	-4	100	-2
15	CCN1CCN(CCn2c(=S)[nH]c3ccccc3c2=O)CC1	-1.2	-1	-7	-8	106	-11

#	Bim-Bcl-W	GSH fluor	Avidin bead fluor	RGS4-Gao reg	Bim-Bcl-B
1	0	21	13	98	0
2	-1	18	12	102	-1
3	-3	21	9	101	-1
4	1	7	25	107	0
5	-4	18	9	101	-7
6	nt	nt	5	88	nt
7	8	10	21	100	7
8	-5	71	10	101	-6
9	4	14	9	98	1
10	1	10	11	102	0
11	1	14	11	79	-2
12	0	13	6	98	-2
13	2	23	28	98	-7
14	1	15	8	98	0
15	-5	34	15	105	-9

(further entries)
#	Molecule	ABCB1 inh	ABCG2 inh	Bcl-XL Bim block	Bim-Bcl-2	RGS7-Gao	Bim-Bfl-1
16	O=C(Nc1ccc2snnc2c1)N1CCN(c2ccccc2)CC1	0.0	-1	-4	-4	108	-2
17	COc1ccc(NC(=O)COc2ccc(CNCCCN3CCOCC3)cc2OC)cc1	0.4	1	-5	-1	93	-1
18	S=c1[nH]nc(COc2ccc(Cl)cc2)n1C1CCCCC1	-1.2	-2	-4	0	95	8
19	NNC(=O)c1ccc(Cn2cc(Cl)cn2)cc1	-0.2	-1	-3	4	103	0
20	COc1ccc(CC(=O)NC2CCN(Cc3nnnn3C(C)(C)C)CC2)cc1OC	0.2	2	2	2	98	2
21	CC1CCC/C(=C\Nc2ccc(O)cc2)C1=O (stereo unspecified)	-0.1	0	-6	2	100	0
22	O=C(COC(=O)c1cnc(Cl)c(Cl)c1)NCCC1=CCCCC1	0.9	10	1	0	?	-2
23	CCn1c(SCC(=O)N/N=C/C(C)=C\c2ccco2)nnc1-c1ccccc1	0.3	8	19	16	79	17
24	CC(Sc1ccc(Cl)cc1)C(=O)NCc1ccc2c(c1)OCO2 (stereo unspecified)	-0.1	-1	-1	-2	96	-2
25	FC(F)(F)c1ccc2c(c1)N1CCCC1CN2 (stereo unspecified)	-0.4	-2	-2	0	103	5
26	O=C(NN1S(=O)(=O)c2ccccc2S1(=O)=O)c1ccc(Br)cc1	0.0	0	-8	-2	101	-5
27	COCc1cc(C)nc(SCC(=O)Nc2cccc3cccnc23)c1C#N	-0.1	2	-3	-8	106	-8
28	c1ccc2c(c1)OCCOCCOc1ccccc1OCCOCCO2	2.1	2	-4	-1	191*[activator]	-1
29	COc1cc(NC(=O)CSc2nc(C)cc(C)n2)cc(OC)c1OC	0.6	21	4	2	?	5
30	Fc1ccc(Cn2nnc(-c3ccc(CN4CCOCC4)cc3)n2)cc1	0.8	2	6	-5	120	-2

#	Bim-Bcl-W	GSH fluor	Avidin bead fluor	RGS4-Gao reg	Bim-Bcl-B
16	-7	12	22	104	-4
17	3	12	18	90	-3
18	-6	20	35	97	-24
19	1	7	3	110	-1
20	0	11	8	91	2
21	6	22	4	99	-4
22	-1	15	9	104	-2
23	15	5	3	86	12
24	-1	57	8	97	-2
25	-1	20	5	104	-9
26	-4	11	25	101	-14
27	0	24	7	103	-6
28	-4	10	2	187*[activator]	-5
29	4	17	8	101	0
30	-5	35	4	130	-2

The closing 5 entries of the part before lead into the next.
#	Molecule	ABCB1 inh	ABCG2 inh	Bcl-XL Bim block	Bim-Bcl-2	RGS7-Gao	Bim-Bfl-1
26	O=C(NN1S(=O)(=O)c2ccccc2S1(=O)=O)c1ccc(Br)cc1	0.0	0	-8	-2	101	-5
27	COCc1cc(C)nc(SCC(=O)Nc2cccc3cccnc23)c1C#N	-0.1	2	-3	-8	106	-8
28	c1ccc2c(c1)OCCOCCOc1ccccc1OCCOCCO2	2.1	2	-4	-1	191*[activator]	-1
29	COc1cc(NC(=O)CSc2nc(C)cc(C)n2)cc(OC)c1OC	0.6	21	4	2	?	5
30	Fc1ccc(Cn2nnc(-c3ccc(CN4CCOCC4)cc3)n2)cc1	0.8	2	6	-5	120	-2
31	Brc1ccc(OCc2nnc3n2CCC3)cc1	0.3	6	-3	0	102	-2
32	COC(=O)c1ccc(/C=N/Nc2nc(-c3ccccc3)cs2)cc1	-0.2	-1	-8	-4	103	-18
33	C=CCn1c(Cc2ccc(OC)cc2)nnc1SCc1nc2ccccc2c(=O)[nH]1	0.6	3	0	-13	98	-13
34	Cc1ccc(OC(=O)c2cccc(S(=O)(=O)N(C)C)c2)c(-n2nc3ccccc3n2)c1	1.9	5	-6	2	104	-2
35	CCOc1ccc2nc(N(CCN(CC)CC)C(=O)c3cccc([N+](=O)[O-])c3)sc2c1	2.0	33	-2	-8	?	-7
36	C[N+](C)(C)CCCCCCCCCC[N+](C)(C)C	-0.3	-1	-1	-7	nt	0
37	CC(C)C(=O)Nc1nnc(CCc2nnc(NC(=O)C(C)C)s2)s1	0.8	9	-4	-10	105	-16
38	CN(C)S(=O)(=O)Oc1ccc(Cl)cc1C(=O)Nc1ccc(F)cc1F	9.6	8	-5	-6	99	3
39	COc1cccc(S(=O)(=O)Nc2cccc(C(=O)N3CCOCC3)c2)c1	-0.3	-1	-4	0	103	-1
40	O=C(CCS(=O)(=O)Cc1ccccc1)N1CCc2ccccc2C1	1.1	1	-9	-2	100	-3
41	CCCCn1c(SCC(=O)Nc2nc(C)cs2)nnc1-c1cccnc1	1.4	6	-7	-12	102	-15
42	O=C(CSc1nc2ccccc2[nH]1)NC1CCS(=O)(=O)C1 (stereo unspecified)	0.4	1	-2	-12	106	-11
43	CC(C)(C)n1nc(-c2ccc(F)cc2)c2c(N)ncnc21	0.2	1	-2	-8	110	-11
44	Cc1cc(=O)n2nc(N3CCCC(C(=O)NCCC4=CCCCC4)C3)sc2n1 (stereo unspecified)	0.8	5	-3	-6	101	-8
45	O=C(O)CCc1ccc(-c2cccs2)n1Cc1ccco1	0.3	5	1	0	95	0

#	Bim-Bcl-W	GSH fluor	Avidin bead fluor	RGS4-Gao reg	Bim-Bcl-B
26	-4	11	25	101	-14
27	0	24	7	103	-6
28	-4	10	2	187*[activator]	-5
29	4	17	8	101	0
30	-5	35	4	130	-2
31	-2	10	4	103	-2
32	-4	18	7	102	-11
33	0	25	11	96	-9
34	0	11	20	107	-1
35	-5	17	11	99	-7
36	-5	16	nt	nt	-2
37	0	23	28	103	-6
38	0	13	8	100	5
39	-2	18	4	102	-3
40	0	26	11	98	-6
41	1	22	10	101	-8
42	3	59	5	105	-10
43	4	16	nt	102	-6
44	5	45	5	103	-6
45	1	15	18	95	0

Next part.
#	Molecule	ABCB1 inh	ABCG2 inh	Bcl-XL Bim block	Bim-Bcl-2	RGS7-Gao	Bim-Bfl-1
46	Cc1nc([N+](=O)[O-])c(N2CCN(Cc3ccccc3)CC2)n1Cc1ccccc1	0.6	2	0	-4	98	-9
47	CCOc1ccc(CN(Cc2ccco2)C(c2cccs2)c2nnnn2C(C)(C)C)cc1 (stereo unspecified)	1.4	5	-2	-11	100	-9
48	CC(=N\Nc1ccccc1)/C(=N/O)C(=O)Nc1ccccc1	0.3	2	-2	-2	100	-1
49	CS(=O)(=O)N1CCN(c2ccc(NC(=S)NC(=O)c3ccccc3[N+](=O)[O-])cc2)CC1	0.8	8	-2	0	103	-4
50	Cc1nc(-c2cccc(NC(=O)C3CCCCC3)c2)cs1	0.6	10	-3	-3	98	-4
51	CN(Cc1ccc2nonc2c1)Cc1nc(Cc2cccc(F)c2)no1	5.3	15	-7	-1	109	-5
52	O=C(CSc1nc2ccccc2c(=O)n1Cc1ccccc1)NCc1ccco1	0.7	3	-2	1	99	0
53	CCOC(=O)c1nnn(-c2nonc2N)c1COc1ccc(F)cc1	0.2	2	0	-8	100	-9
54	Cc1cccc2sc(N(CCCN(C)C)C(=O)CCc3ccccc3)nc12	0.6	3	-8	-6	108	-14
55	O=C1CC(c2ccccc2)CC(O)=C1C=NCc1ccncc1 (stereo unspecified)	1.7	6	-5	-8	108	-6
56	O=C(O)C1CC(=O)N(c2ccc(F)c(F)c2)C1 (stereo unspecified)	0.7	2	-17	-13	97	-22

#	Bim-Bcl-W	GSH fluor	Avidin bead fluor	RGS4-Gao reg	Bim-Bcl-B
46	3	42	4	101	-5
47	6	9	11	102	-9
48	-3	13	36	100	0
49	-3	10	12	93	-4
50	-3	22	5	99	-6
51	-4	14	1	109	-3
52	0	12	32	101	0
53	3	45	7	106	-7
54	-6	21	15	110	-14
55	-5	13	5	105	-7
56	-5	37	11	101	-14

Record cards (already shown).
`CCOC(=O)c1sc(NC(=O)CCN2CCCCCC2)c(C(=O)OCC)c1C` across the screens: ABCB1 inh: 0.4; ABCG2 inh: 5; Bcl-XL Bim block: -1; Bim-Bcl-2: -8; RGS7-Gao: 100; Bim-Bfl-1: -3; Bim-Bcl-W: -1; GSH fluor: 18; Avidin bead fluor: 12; RGS4-Gao reg: 102; Bim-Bcl-B: -1
`Cc1cccc2sc(N(CCCN(C)C)C(=O)CCc3ccccc3)nc12` across the screens: ABCB1 inh: 0.6; ABCG2 inh: 3; Bcl-XL Bim block: -8; Bim-Bcl-2: -6; RGS7-Gao: 108; Bim-Bfl-1: -14; Bim-Bcl-W: -6; GSH fluor: 21; Avidin bead fluor: 15; RGS4-Gao reg: 110; Bim-Bcl-B: -14

High-throughput results from PubChem BioAssay.
